# BLM inh: qHTS Assay for Inhibitors of Bloom's syndrome helicase (BLM) | 0.2% of 350,000 active | recombinant BLM DNA unwinding, fluorescence dequenching | Potency, µM (series often up to 56.1 µM), without a hit: at the top dose activity change, negative = inhibition, most hits filed as inhibitors;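 further: potency means the concentration at half of the fitted maximal effect; plate controls were vehicle for no effect and no enzyme for full effect; nearly all actives have a fitted effect of over 35% in size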
# Pol iota inh: qHTS for Inhibitors of Polymerase Iota | DNA polymerase iota (Homo sapiens), Q9UNA4 | Pol iota fluorescent replication assay, 10 min | Potency, µM (highest dose often 115 µM), for the others: at the highest dose activity, negative = inhibition, most hits filed as inhibitors | 1% of 390,000 active | AID 588590, 2011; further: potency means the concentration at half of the fitted maximal effect
# Target sequence (Q9UNA4 whole entry, looked up): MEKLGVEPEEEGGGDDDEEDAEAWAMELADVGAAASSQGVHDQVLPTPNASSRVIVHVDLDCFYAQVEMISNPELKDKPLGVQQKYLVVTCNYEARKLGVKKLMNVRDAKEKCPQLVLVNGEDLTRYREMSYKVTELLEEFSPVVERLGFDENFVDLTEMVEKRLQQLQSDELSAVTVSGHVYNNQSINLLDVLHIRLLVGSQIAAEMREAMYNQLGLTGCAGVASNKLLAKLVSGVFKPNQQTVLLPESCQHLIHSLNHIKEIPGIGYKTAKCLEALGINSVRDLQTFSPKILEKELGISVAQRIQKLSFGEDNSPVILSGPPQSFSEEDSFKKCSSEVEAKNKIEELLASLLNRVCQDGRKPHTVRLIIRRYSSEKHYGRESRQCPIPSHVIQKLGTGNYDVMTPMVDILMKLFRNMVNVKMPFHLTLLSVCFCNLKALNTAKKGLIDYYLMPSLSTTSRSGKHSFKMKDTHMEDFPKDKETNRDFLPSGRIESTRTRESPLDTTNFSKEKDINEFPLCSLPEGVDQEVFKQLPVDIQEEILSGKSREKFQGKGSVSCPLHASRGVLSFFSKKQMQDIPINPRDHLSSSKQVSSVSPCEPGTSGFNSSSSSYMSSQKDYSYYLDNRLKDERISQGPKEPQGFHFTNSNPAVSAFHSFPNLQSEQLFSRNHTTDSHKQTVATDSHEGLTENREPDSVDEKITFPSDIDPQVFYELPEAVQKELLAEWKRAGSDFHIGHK
#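 Fluorescent replication assay read twice, at 0 min and 10 min after adding 50 nM (final) substrate. Enzyme (10 nM) and compounds were first incubated 15 min at room temperature; enzyme-free buffer wells were negative controls.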
# APE1 inh: qHTS Assay for Inhibitors of the Human Apurinic/apyrimidinic Endonuclease 1 (APE1) | DNA repair nuclease/redox regulator APEX1 (Homo sapiens), P27695 | recombinant APE1, TAMRA/BHQ-2 abasic DNA cleavage fluorescence | Potency, µM (titrated, usually from 65.8 µM), without a hit: at the highest dose activity change, negative = inhibition, actives largely listed as inhibitors | 0.35% of 350,000 active | AID 2517, 2012;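 further: potency means the concentration at half of the fitted maximal effect; plate controls were vehicle for no effect and reference inhibitor for full effect; nearly all actives have a fitted effect of over 55% in size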
#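 APE1 at 0.75 nM preincubated 15 min at room temperature with compound. Reaction then started with 50 nM double-stranded THF-abasic substrate labelled with TAMRA/BHQ-2, and 525/598 nm fluorescence read kinetically. Activity taken as third-minus-first read difference, normalized to DMSO and NSC13755 controls.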
# Pol kappa inh: qHTS for Inhibitors of Polymerase Kappa; DNA polymerase kappa (Homo sapiens), Q9UBT6; purified Pol kappa, fluorescent DNA synthesis assay, 10 min; Potency, µM (series often up to 107 µM), without a hit: at the highest dose activity, negative = inhibition, most hits filed as inhibitors; 0.53% of 400,000 active; further: potency means the concentration at half of the fitted maximal effect; on the % scale 0 is the no-effect control and ±100 the full control effect
#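 Readout: fluorescence, taken kinetically at 0 and 10 min. Conditions: 10 nM Pol kappa, 15 min RT compound preincubation, 50 nM substrate final. Controls: enzyme-free buffer wells.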
# GRP78 ERSR act: qHTS for Inducers of the Endoplasmic Reticulum Stress Response (ERSR) in Human Glioma: qHTS. U87-MG GRP78 promoter luciferase reporter, 16 h. Potency, µM, without a hit: at the top dose activation, usual class: activators. 0.02% of 420,000 active; further: potency means the concentration at half of the fitted maximal effect; series mostly up to about 76 µM; % of control where 0% means no effect; nearly all actives have a fitted effect of over 35% in size
#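 ERSR induction read as luciferase luminescence (Bright-Glo, 10 min at room temperature) in stably transfected human U87-MG glioma cells exposed to compounds for 16 h, using GRP78 as sensor.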
# Apoferritin bind: qHTS Assay for Identification of Novel General Anesthetics. Ferritin light chain (Equus caballus), P02791. 0.074% of 350,000 active. apoferritin/1-aminoanthracene competitive binding, fluorescence. Potency, µM (series often up to 77.5 µM), for the others: at the top dose activity change, negative = displacement, usual class: inhibitors. AID 485281, 2010; further: potency means the concentration at half of the fitted maximal effect; on the % scale 0 is the no-effect control and ±100 the full control effect; nearly all actives have a fitted effect of over 20% in size
# Target sequence (P02791 2-175 limits assumed): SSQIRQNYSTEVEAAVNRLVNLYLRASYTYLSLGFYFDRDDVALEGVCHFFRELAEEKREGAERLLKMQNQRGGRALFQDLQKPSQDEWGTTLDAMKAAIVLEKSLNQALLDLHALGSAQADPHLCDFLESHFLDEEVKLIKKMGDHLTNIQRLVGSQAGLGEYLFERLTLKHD
#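 Horse-spleen apoferritin (10 uM) was mixed with 50% saturated 1-aminoanthracene in PBS, exposed to compounds for 10 min at room temperature, and read for fluorescence (ex 380 nm, em 535 nm). Competitive displacement was fitted with a four-parameter Hill equation.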
# Pol eta inh: qHTS for Inhibitors of Polymerase Eta; recombinant Pol eta, fluorescent DNA replication assay; Potency, µM (doses to about 114 µM), without a hit: at the top dose activity change, negative = inhibition, hits mostly inhibitors; 1.2% of 390,000 active; AID 588591, 2011; further: potency means the concentration at half of the fitted maximal effect; on the % scale 0 is the no-effect control and ±100 the full control effect
#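 Pol eta (10 nM) was preincubated with compounds for 15 min at room temperature, after which fluorescent replication substrate (50 nM final) was added to start the reaction. Fluorescence was read kinetically at 0 and 10 min.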
# Pol beta inh: qHTS Assay for Inhibitors of DNA Polymerase Beta; P06746; Pol beta primer extension/strand displacement, fluorescence kinetic; Potency, µM (titrated, usually from 114 µM), inactives show at the top dose activity change, negative = inhibition, hits mostly inhibitors; 1.3% of 340,000 active; AID 485314, 2010; further: potency means the concentration at half of the fitted maximal effect; on the % scale 0 is the no-effect control and ±100 the full control effect
#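 Reaction started by 50 nM substrate onto compound-treated Pol beta (10 nM, 15 min preincubation, room temperature); plates read at 0 min and 10 min. Normalized concentration-effect data fitted by four-parameter Hill equation.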
# LDHA block: qHTS assay for inhibitors of human lactate dehydrogenase. activity change, % (values are at about 110 or 230 µM). 0.15% of 480,000 active. L-lactate dehydrogenase A chain (Homo sapiens), P00338. purified LDHA, NADH/diaphorase-resazurin fluorescence; active compounds read low; in the data active means activity change below about -30%; inconclusive means mostly about -25% to -30%;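 further: plate controls were DMSO wells for no effect and wells without enzyme for full effect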
#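 Human LDH5 at 2 nM final in Tris HCl pH 7.4 with 0.06 mM NADH and 0.2 mM pyruvate, reacted 5 minutes at room temperature. Remaining NADH coupled via diaphorase/resazurin; resorufin fluorescence read at 0 and 20 minutes, normalized to enzyme-free and DMSO wells.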
# The depositor's hits bear a star; ? = inconclusive; . = not tested or not shown; & = joins results of further samples; [ ] = remark or other dose. Unless noted, the call rests on the fitted dose curve; in most records, active means well fitted curve in the direction sought with a large enough effect; inconclusive means small, poorly fitted or top-dose-only effect, or another doubt; inactive means no such curve, though single readings can be large; an effect the other way counts as inactive or inconclusive. These rows are one share of the data (hit frequency here may not be typical).
# Labels used below: A = BLM inh; B = Pol iota inh; C = APE1 inh; D = Pol kappa inh; E = GRP78 ERSR act; F = Apoferritin bind; G = Pol eta inh; H = Pol beta inh; I = LDHA block
Molecule: COc1ccccc1N1C(=O)NC(=O)/C(=C/c2ccc3c(c2)Cc2ccccc2-3)C1=O
  A: 0%	B: ?	C: -3%	D: -3%	E: 4%	F: -19%	G: -20%	H: 1%	I: -33*

Molecule: O=[N+]([O-])c1cc(F)c(N2CCCCC2)cc1Br
  A: -5%	B: 5%	C: 19%	D: -3%	E: -3%	F: 4%	G: 3%	H: 0%	I: -1

Molecule: COCCNC(=O)c1c(N)n(Cc2ccco2)c2nc3ccccc3nc12
  A: -7%	B: 6%	C: -7%	D: -17%	E: -2%	F: 705%[activator]	G: -17%	H: 11%	I: 3

Molecule: CC(C)[C@]1(O)[C@@H](OC(=O)c2ccc[nH]2)[C@@]2(O)[C@@]3(C)C[C@]4(O)O[C@@]5([C@H](O)[C@@H](C)CC[C@]35O)[C@@]2(O)C41C
  A: 2%&-2%	B: -8%	C: -2%&-1%&1%&-3%	D: 6%	E: -4%&-3%&-3%&-3%	F: -2%&0%&1%&5%	G: .	H: .	I: .

Molecule: O=S(=O)(CCN1CCN(c2ccccn2)CC1)c1ccc(Cl)cc1Cl
  A: -4%	B: 175%[activator]	C: 5%	D: -2%	E: 1%	F: -4%	G: -10%	H: 0%	I: -7

Molecule: Cc1ccc(-c2nc(CN3C(=O)CN=C(c4ccccc4Cl)c4cc(Cl)ccc43)c(C)o2)cc1
  A: 0%	B: 58%[activator]	C: .	D: -4%	E: -3%	F: -1%	G: -24%	H: 2%	I: -6

Molecule: ClC1=CCC2CN(CCN3CCCCC3)CC2C1 (stereo not drawn)
  A: 2%	B: 5%	C: 2%	D: -7%	E: -4%	F: -5%	G: -8%	H: 15%	I: 0

Molecule: Cc1cc(N2CCN(C(=O)c3ccco3)CC2)n2ncnc2n1
  A: -11%	B: 7%	C: 0%	D: 1%	E: -4%	F: 13%	G: -13%	H: 4%	I: 0

Molecule: COC(=O)C1=C(c2cccc(OC)c2OC)C[C@@H]2CC[C@H]1N2C(=O)NCCCOC(C)C
  A: .	B: 12%	C: .	D: 0%	E: -2%	F: .	G: -8%	H: .	I: -1

Molecule: CC(N)c1cccc(Cl)c1Cl (stereo not drawn)
  A: .	B: -1%[58.9 µM]	C: 0%	D: 1%[60.1 µM]	E: -4%	F: .	G: -1%[57.1 µM]	H: -4%[57.1 µM]	I: 2

Molecule: CCCCCCC1CC(C)(C(=O)CNc2nncs2)OC1=O (stereo not drawn)
  A: -2%	B: 58%[activator]	C: 3%	D: -6%	E: 2%	F: -17%	G: -6%	H: 11%	I: -7

Molecule: Cc1ccc(Cn2cccc(C(=O)Nc3ccc4c(c3)OCCO4)c2=O)cc1
  A: -1%	B: 17%	C: .	D: -5%[60.1 µM]	E: 1%	F: -4%	G: -3%	H: 0%	I: 1

Molecule: CCC[N+]12CCC(CC1)C(C(O)(c1ccccc1)c1ccccc1)C2 (stereo not drawn)
  A: 0%	B: 41%[activator]	C: 0%	D: 6%	E: -5%	F: -1%	G: -20%	H: 4%	I: -2

Molecule: CCCCn1c(O)c(C=NC2CC3CCC2(C)C3(C)C)c(=O)[nH]c1=O (stereo not drawn)
  A: -2%	B: ?	C: 26%	D: -10%	E: -3%	F: -7%	G: -13%	H: -21%	I: -9

Molecule: CC(=O)N1CC2CC(C1)c1cccc(=O)n1C2 (stereo not drawn)
  A: 0%	B: .	C: -4%	D: -8%[19.4 µM]	E: -4%	F: .	G: .	H: .	I: .

# Quoted from above (5 entries):
# Labels used below: A = BLM inh; B = Pol iota inh; C = APE1 inh; D = Pol kappa inh; E = GRP78 ERSR act; F = Apoferritin bind; G = Pol eta inh; H = Pol beta inh; I = LDHA block
Molecule: COc1ccccc1N1C(=O)NC(=O)/C(=C/c2ccc3c(c2)Cc2ccccc2-3)C1=O
  A: 0%	B: ?	C: -3%	D: -3%	E: 4%	F: -19%	G: -20%	H: 1%	I: -33*

Molecule: O=[N+]([O-])c1cc(F)c(N2CCCCC2)cc1Br
  A: -5%	B: 5%	C: 19%	D: -3%	E: -3%	F: 4%	G: 3%	H: 0%	I: -1

Molecule: COCCNC(=O)c1c(N)n(Cc2ccco2)c2nc3ccccc3nc12
  A: -7%	B: 6%	C: -7%	D: -17%	E: -2%	F: 705%[activator]	G: -17%	H: 11%	I: 3

Molecule: CC(C)[C@]1(O)[C@@H](OC(=O)c2ccc[nH]2)[C@@]2(O)[C@@]3(C)C[C@]4(O)O[C@@]5([C@H](O)[C@@H](C)CC[C@]35O)[C@@]2(O)C41C
  A: 2%&-2%	B: -8%	C: -2%&-1%&1%&-3%	D: 6%	E: -4%&-3%&-3%&-3%	F: -2%&0%&1%&5%	G: .	H: .	I: .

Molecule: O=S(=O)(CCN1CCN(c2ccccn2)CC1)c1ccc(Cl)cc1Cl
  A: -4%	B: 175%[activator]	C: 5%	D: -2%	E: 1%	F: -4%	G: -10%	H: 0%	I: -7

# Further structures follow.
# Labels used below: A = BLM inh; B = Pol iota inh; C = APE1 inh; D = Pol kappa inh; E = GRP78 ERSR act; F = Apoferritin bind; G = Pol eta inh; H = Pol beta inh; I = LDHA block
Molecule: Oc1cc2c(cc1CN1CCN(c3ccc(F)cc3)CC1)OCO2
  A: -8%	B: 46%[activator]	C: 14%	D: 2%	E: -5%	F: 1%	G: -8%	H: 9%	I: 24

Molecule: COc1cc2c(c(OC)c1OC)-c1ccc(O)c(=O)cc1C(NC(C)=O)CC2 (stereo not drawn)
  A: -5%&5%	B: 79%[activator]	C: ?	D: -3%	E: -6%&-3%	F: -9%&0%	G: -22%	H: 45%	I: 2

Molecule: COc1ccc(C2SCC(=O)Nc3c2c(C)nn3C2CCOC(C)(C)C2)cc1OC (stereo not drawn)
  A: -2%	B: 1%	C: 7%	D: -11%	E: -2%	F: -20%	G: -2%	H: 1%	I: -6

Molecule: Cn1c(O)c(/C=N/c2ncccn2)c(=O)n(C)c1=O
  A: -1%	B: -13%	C: 0%	D: -6%	E: -4%	F: -7%	G: -20%	H: 0%	I: 3

Molecule: CC(C)c1nn2c(=O)cc(COC(=O)Cc3ccccc3)nc2s1
  A: -1%	B: 20%	C: .	D: -9%	E: -2%	F: ?	G: -13%	H: 6%	I: 1

Molecule: COc1ccc(C(CN(C)C)C2(O)CCCCC2)cc1 (stereo not drawn)
  A: 2%	B: 6%	C: -6%	D: -10%[60.1 µM]	E: -2%&0%&-6%	F: -5%	G: -7%	H: .	I: 1

Molecule: CCCCCCNC(=O)N[C@@H](Cc1ccc(O)cc1)C(=O)NCCC[C@H]1CN2C(=NC[C@H]2C)N1CC1CCC1
  A: -1%	B: ?	C: 2%	D: -7%	E: 4%	F: 1%	G: -20%	H: 17%	I: -8

Molecule: CC(NC1=NCCS1)c1ccccc1 (stereo not drawn)
  A: -3%	B: 25%	C: -1%	D: 10%	E: -6%	F: -6%	G: 2%	H: 4%	I: 2

Molecule: COc1ccc(CCNC2CCCCCC2)cc1
  A: 1%	B: -6%	C: -3%	D: -2%	E: -2%	F: -3%	G: -17%	H: 4%	I: 5

Molecule: N#CC(C#N)=C(C#N)c1ccc(Nc2ccccc2)cc1
  A: -9%	B: -3%	C: -35%	D: -15%	E: 3%	F: -5%	G: -3%	H: 15%	I: -3

Molecule: CCOC(=O)CSc1nn(-c2ccccc2)c(=S)s1
  A: -10%	B: -18%	C: 18%	D: -2%	E: -4%	F: ?	G: -6%	H: 4%	I: -11

Molecule: CN1CCN(Cc2ccccc2C(F)(F)F)CC1
  A: -2%	B: -5%	C: 6%	D: -4%	E: -3%	F: -7%	G: -16%	H: 7%	I: -1

Molecule: O[C@H]1C2CCC1C(N1CCCCC1)CC2 (stereo partly drawn)
  A: 0%	B: 14%	C: -3%	D: -15%	E: 1%	F: -1%	G: -5%	H: -2%	I: -8

# Bioassay records deposited in PubChem BioAssay by National Center for Advancing Translational Sciences (NCATS).
